Source: PubChem BioAssay
ARFGAP1 inhibitor: inhibitors of rat ARFGAP1 GAP activity, primary screen, biochemical, fluorescence polarization, GDP tracer. AID 651572, 2012. 360,000 tested, 0.26% active. inhibition, % at 16.5 µM. Arfgap1-stimulated ARF1 GTP hydrolysis, GDP FP detection;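 active means inhibition above a per-plate limit, mean inhibition of low control wells plus 3 SD, cut at about 25% in these data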;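 further: 0% = DMSO wells with enzyme and 100% = wells lacking Arfgap1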
Target sequence (Q62848 1-136 limits assumed): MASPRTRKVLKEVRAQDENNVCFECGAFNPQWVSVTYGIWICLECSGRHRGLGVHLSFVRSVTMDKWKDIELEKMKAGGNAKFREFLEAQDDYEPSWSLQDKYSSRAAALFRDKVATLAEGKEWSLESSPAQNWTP
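Assay system: Rat Arfgap1 GAP domain (His6, aa 1-136), purified enzyme | Buffer or medium: HEPES 25 mM pH 7.5, NaCl 150 mM, MgCl2, DTT | Schedule: GTP hydrolysis reaction 2 h at 25 °C | Signal: FP of antibody-bound GDP Alexa 633 tracer, ex 620/em 688 nm | Measure: Percent inhibition of Arfgap1-stimulated GTP hydrolysis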
TDP2 absorb: human TDP2 enzyme inhibitors, primary screen, biochemical, epi absorbance, recombinant enzyme; inhibition, % at 12.8 µM; 370,000 tested, 0.34% active; T5PNP hydrolysis, p-nitrophenol absorbance 415 nm; AID 720702, 2013; Tyrosyl-DNA phosphodiesterase 2 (Homo sapiens), O95551;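 active means inhibition above the mean of all tested compounds plus 3 SD, set per campaign, cut at about 25% in these data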;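 further: 0% = DMSO with enzyme and 100% = buffer with substrate but no TDP2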
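Incubation: 2 h at 37 °C; Test system: recombinant human TDP2; Quantity: enzyme 120 nM; Read-out basis: percent inhibition; Medium: 50 mM Tris-HCl pH 7.5 with Mg2+, KCl, DTT, BSA; Repeats: single replicate; Compound: 12.8 µM single point, 1% DMSO; Signal: epi absorbance; Reagent: 5 mM T5PNP chromogenic substrate; Benchmarks: no-enzyme high, DMSO-plus-enzyme low.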
ADAM10 inh: human ADAM10 inhibitors, primary screen, biochemical, QFRET, HTS. AID 720582, 2013. 370,000 tested, 0.62% active. inhibition, % at 7 µM. Disintegrin and metalloproteinase domain-containing protein 10 (Homo sapiens), O14672. recombinant ADAM10, EDANS/DABCYL FRET peptide cleavage, 3 h;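 active means inhibition above a per-campaign cutoff equal to the mean of compounds falling between control-based bounds plus 3 SD, cut at about 20% in these data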;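 further: 0% = DMSO wells while the 100% control is not disclosed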
ASAP1 inh: inhibitors of human ASAP1 ArfGAP activity, primary screen, biochemical, fluorescence polarization | inhibition, % at 16.5 µM | Arf-GAP with SH3 domain, ANK repeat and PH domain-containing protein 1 (Homo sapiens), … | 360,000 tested, 0.19% active | AID 624377, 2012 | ASAP1-stimulated ARF1 GTP hydrolysis, GDP FP detection; in the data active means inhibition above about 25%;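 further: 0% = vehicle with enzyme and substrate and 100% = no enzyme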
Target sequence (Q9ULH1 325-724 limits assumed): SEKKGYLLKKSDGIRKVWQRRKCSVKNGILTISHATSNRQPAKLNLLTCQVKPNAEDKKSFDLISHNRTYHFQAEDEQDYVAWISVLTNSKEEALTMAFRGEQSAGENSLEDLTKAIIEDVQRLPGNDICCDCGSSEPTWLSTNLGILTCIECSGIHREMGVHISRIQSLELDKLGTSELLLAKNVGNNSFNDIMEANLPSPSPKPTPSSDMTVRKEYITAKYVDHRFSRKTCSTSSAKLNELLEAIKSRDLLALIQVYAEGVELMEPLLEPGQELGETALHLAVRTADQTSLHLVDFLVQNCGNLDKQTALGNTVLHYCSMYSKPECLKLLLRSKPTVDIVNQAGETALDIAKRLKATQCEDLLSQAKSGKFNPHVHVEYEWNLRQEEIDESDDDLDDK
PLC-beta3 inh: human PLC-beta3 inhibitors, primary screen, biochemical, fluorescence. 1-phosphatidylinositol 4,5-bisphosphate phosphodiesterase beta-3 (Homo sapiens), Q01970. Purified PLC-beta3, fluorogenic substrate. inhibition, % at 12.2 µM. 370,000 tested, 0.18% active; in the data active means inhibition above about 11%;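 further: 0% = median of compound wells on plate and 100% = full blocker control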
Tn7 DDE FP: inhibitors of Tn7 peptide binding to fibrin DD(E), primary screen, biochemical, fluorescence polarization, human fibrin, Tn7 probe; Fibrinogen beta chain (Homo sapiens), P02675; 370,000 tested, 0.13% active; inhibition, % at 8.3 µM; FP displacement of FITC-Tn7 peptide from fibrin DD(E); 0% = median of compound wells per plate;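 active means inhibition above the mean of compounds falling within the control limits plus 3 SD of them, cut at about 14% in these data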;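 further: 0% = plate median of compound wells and 100% = 10 µM Aha-Tn7 peptide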
Target sequence (P02675 whole entry, looked up): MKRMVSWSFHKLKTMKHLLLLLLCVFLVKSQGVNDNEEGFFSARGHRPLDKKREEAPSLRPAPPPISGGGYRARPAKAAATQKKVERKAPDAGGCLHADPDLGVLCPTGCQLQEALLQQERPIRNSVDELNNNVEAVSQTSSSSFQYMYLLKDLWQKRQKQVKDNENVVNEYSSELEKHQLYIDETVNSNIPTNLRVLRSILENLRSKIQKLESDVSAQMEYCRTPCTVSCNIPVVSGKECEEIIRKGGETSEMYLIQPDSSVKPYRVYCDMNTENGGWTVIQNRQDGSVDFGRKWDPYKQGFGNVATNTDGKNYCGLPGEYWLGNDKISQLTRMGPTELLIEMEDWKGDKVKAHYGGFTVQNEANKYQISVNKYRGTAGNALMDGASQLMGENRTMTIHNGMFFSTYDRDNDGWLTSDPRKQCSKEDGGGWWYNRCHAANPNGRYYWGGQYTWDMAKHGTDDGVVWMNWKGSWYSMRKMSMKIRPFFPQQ
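Assay system: Fibrin-DD(E) protein isolated from polymerized human fibrin clots; read-out basis: percent inhibition; medium: Tris/NaCl/CaCl2 buffer, pH 7.8; signal: FP measurement; incubation: 10 min plus 3 h, room temperature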
PLCg1 inh: PLC-gamma1 enzyme inhibitors, primary screen, biochemical, fluorescence, purified enzyme. 370,000 tested, 0.84% active. AID 720700, 2013. fluorogenic substrate. inhibition, % at 12.2 µM. 1-phosphatidylinositol 4,5-bisphosphate phosphodiesterase gamma-1 (Homo sapiens), P19174; in the data active means inhibition above about 9.5%
ADAM17 inh: ADAM17 inhibitors, primary screen, biochemical, QFRET | Disintegrin and metalloproteinase domain-containing protein 17 (Homo sapiens), P78536 | recombinant ADAM17, EDANS/DABCYL FRET peptide cleavage | inhibition, % at 6.95 µM | 370,000 tested, 0.83% active;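 active means inhibition above the mean of compounds lying between control limits plus 3 SD, set per campaign, cut at about 8.5% in these data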;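 further: 0% = DMSO-only wells as the low control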
Tn6 DDE FP: inhibitors of Tn6 peptide binding to fibrin DD(E), primary screen, biochemical, fluorescence polarization, human fibrin, Tn6 probe; Fibrinogen beta chain (Homo sapiens), P02675; Fibrin DD(E) TRITC-Tn6 fluorescence polarization displacement; inhibition, % at 8.3 µM; 370,000 tested, 0.21% active; AID 720509, 2013;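 active means inhibition above a per-campaign cutoff: mean of compounds within control limits plus 3 SD, cut at about 15% in these data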;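 further: 0% = median of all compound wells on the plate and 100% = blocking peptide control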
SIAE primary: human SIAE inhibitors, primary screen, biochemical, fluorescence polarization, FP-Rh probe, 1536-well HTS; SIAE FP-Rh probe binding; 370,000 tested, 0.69% active; Sialate O-acetylesterase (Homo sapiens), Q9HAT2; inhibition, % at 9.66 µM;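 active means inhibition above a cutoff: mean of compounds within the control limits plus 3 SD of those, cut at about 17% in these data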;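 further: 0% = plate median of compound wells and 100% = probe without SIAE protein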
* = called active by the depositor; i = inactive; . = no result given.

compound,ARFGAP1 inhibitor,TDP2 absorb,ADAM10 inh,ASAP1 inh,PLC-beta3 inh,Tn7 DDE FP,PLCg1 inh,ADAM17 inh,Tn6 DDE FP,SIAE primary
CC[C@]12C=CCN3CCC4(c5cc(Br)c(OC)cc5N(C)C4[C@@](O)(C(=O)OC)[C@@H]1OC(C)=O)C32 (stereo partly drawn),-3,-1,1,-10,0,-3,4,0,-1,14
CC[C@@H]1C[C@H]2CC[C@H](O2)[C@H](C)C(=O)O[C@@H](C)C[C@@H]2CC[C@@H](O2)[C@@H](C)C(=O)O[C@H](C)C[C@H]2CC[C@H](O2)[C@H](C)C(=O)O[C@@H](C)C[C@@H]2CC[C@@H](O2)[C@@H](C)C(=O)O1,.,7,-7,8,5,5,0,-1,-7,10
Cc1ccc2c(c1)C1CN(C)CCC1N2C(=O)/C=C/c1ccc2c(c1)OCO2 (stereo not drawn),12,0,3,3,-4,0,-4,2,-3,6
CC1(C)C[C@H]2C=C(C=O)[C@]3(C=O)C[C@]3(C)[C@H]2C1,6,2,-11,-1,5,7,1,-2,-5,2
O=C1c2ccccc2-c2cccc3cccc1c23,-4,3,-128,15,i,-1,-452,-30,1,-1
COc1ccc(Cl)cc1C(=O)C1CCCN(Cc2cnc(C)s2)C1 (stereo not drawn),-9,7,-21,-1,-5,-8,-3,-5,1,2
CCOc1cc2c(cc1OCC)-n1cccc1C(c1c(O)cccc1OC)NC2 (stereo not drawn),1,2,3,3,-1,-7,2,-2,0,6
CC/C(=N\Nc1ccccc1)c1c(O)n(-c2ccccc2)c(=O)[nH]c1=O,0,3,-7,0,-31,2,-24,-5,4,0
COc1ccc(C(=O)C2CCCN(C3CSCCSC3)C2)c(C)c1 (stereo not drawn),-8,-4,-12,6,-2,10,0,1,-7,-6
Cc1cc(O)c(CN2CCN(c3ccccc3)CC2)cc1C,3,5,3,6,3,-5,1,-2,0,12
C[C@@H]1CN(C2CCC(C#N)(c3ccc(F)cc3)CC2)CC[C@]1(C(=O)O)c1ccccc1 (stereo partly drawn),13,-2,-13,-6,-3,2,4,-6,-4,-13
COC(=O)C1=C(c2c(C)noc2C)C[C@@H]2CC[C@H]1N2C(=O)N1CCCCC1,5,5,8,-6,1,1,-1,-2,2,-5
Cc1cccc(NP(=O)(Oc2ccccc2F)Oc2ccccc2F)c1C,18,-3,15,-1,-2,-8,1,3,-7,-9
O=C(c1cccc(C(F)(F)F)c1)N1C[C@H]2C[C@@H](C1)c1cccc(=O)n1C2,-1,-7,-19,-2,1,7,2,-3,-2,-5
CC(C)OS(C)(=O)=O,-2,5,-9,-14,1,-1,0,-3,11,4
COc1ccc(CCNCc2c(OC)ccc3ccccc23)cc1,7,-12,5,-15,4,4,9.6*,3,3,7
COc1ccc(C[C@H]2NC[C@H](O)[C@H]2OC(C)=O)cc1,-13,-3,-11,6,-1,10,3,-4,1,-1
O=C1NC(=O)N(CC2CCCO2)C(=O)/C1=C/c1cccs1 (stereo not drawn),-3,9,-3,1,-3,1,-3,-3,4,6
CCN(CC)CCCN=Cc1c(O)n(-c2cccc(C)c2C)c(=O)[nH]c1=O,6,-8,-1,-16,1,4,4,-2,-17,-3
Cn1c(=O)c2c(ncn2CCCl)n(C)c1=O,-11,-1,-11,-9,4,7,2,2,-3,-6
Cn1c(O)c(C=NCCCN2CCCC2=O)c(=O)n(C)c1=O,0,2,-1,-8,2,3,3,0,-2,5
CC(=O)Nc1ccc(C2CN(C)CC2C(=O)c2ccc(Cl)cc2)cc1 (stereo not drawn),1,15,3,9,1,5,-2,-1,6,0
NC1=NC(c2cccnc2)n2c(nc3ccccc32)N1 (stereo not drawn),4,-16,-10,6,-6,-6,5,-2,-15,-2
O=C(Nc1ccccc1)N1Cc2cc(Br)ccc2-n2nncc2C1,16,-1,-9,10,3,-1,-1,-2,-1,-3
CN1CCN(c2ccc(C(F)(F)F)cc2N)CC1,0,8,-3,-5,-1,0,1,1,3,2
CC(Oc1ccc(-c2ccccc2)cc1)C(=O)O (stereo not drawn),-4,-1,-2,-2,-1,2,-1,-6,-4,5
COC(=O)C1=C(c2ccc(Cl)c(C(F)(F)F)c2)C[C@@H]2CC[C@H]1N2C(=O)N1CCOCC1,-2,2,-1,6,0,0,-2,-2,1,2
NCCc1ccc(O)cc1,29*,1,-6,4,-2,4,1,-1,-7,1
CCC1(c2cccc(O)c2)CCCCN(C)C1 (stereo not drawn),-8,8,-3,5,2,3,0,-6,2,8
O=C1NC(=O)C(CCc2ccncc2)(Cc2ccc3c(c2)OCO3)C(=O)N1CCc1ccccc1 (stereo not drawn),5,17,-1,7,6,4,2,1,-4,0
COc1ccc(N2C(=O)NC(=O)/C(=C\c3ccccc3[N+](=O)[O-])C2=O)cc1,-3,3,-9,-8,-8,7,-7,-6,7,2
Cc1nc2ccccc2c(=O)n1-c1ccc(Cl)cc1[N+](=O)[O-],9,9,0,5,1,5,-1,-4,-5,6
O=C1NC(=O)C2(CCN(S(=O)(=O)c3ccccc3)CC2)C(=O)N1,-1,3,-11,6,-2,0,-3,-5,6,-5
CC(C)(C)NC(=O)CN1C(=O)[C@@H](Cc2c[nH]c3ccccc23)N=C(c2ccccc2)c2ccccc21,.,-12,7,.,1,2,1,4,-1,3
O=C1NC(=O)C(=Cc2c(Cl)cccc2Cl)C(=O)N1,15,-8,-23,6,0,0,0,-2,4,-1
CCCCCSc1cc(O)c(C(CNC)C(C)C)cc1OC (stereo not drawn),10,7,-3,-3,2,0,2,1,-4,15
COC(=O)C1=C(c2ccc(F)cc2OCc2ccccc2)C[C@@H]2CC[C@H]1N2C(=O)NCCc1ccc(F)cc1,-5,-2,27*,-14,9,5,3,11*,-6,0
Cc1ccccc1C(O)(Cc1ccccc1)C1CN2CCC1CC2 (stereo not drawn),-5,12,0,-3,1,7,1,-3,-5,1
CCc1ccc(-n2c(O)c(/C=N/N3CCCCC3c3cccnc3)c(=O)[nH]c2=O)cc1 (stereo not drawn),3,7,-6,2,1,-10,3,5,-2,4
Cc1ccccc1NC(=NCCCN1CC1)Nc1ccccc1C,5,-1,-7,-11,-7,3,6,0,2,-1
CC1([N+](=O)[O-])COP(=O)(NC2CC2)OC1 (stereo not drawn),-4,11,-1,-14,-3,0,4,-2,4,-7
FC(F)(F)c1ccccc1NC1=NCCCS1,4,-15,-6,14,-2,-1,2,3,-3,10
CC1CCN(C(=O)CCl)CC1,-8,5,2,6,0,-2,1,-1,1,5
CC(=NCCCN1CCOCC1)c1c(O)[nH]c(=O)[nH]c1=O,2,-3,8,3,2,-4,15*,2,4,0
COC(=O)C1=C(c2ccc(OC(F)(F)F)cc2)C[C@@H]2CC[C@H]1N2C(=O)NC1CCCCC1,15,-20,13,-8,4,-3,3,7,3,3
CC[C@H]1OC(=O)C[C@@H](O)[C@H](C)[C@@H](O[C@@H]2O[C@H](C)[C@@H](O[C@H]3C[C@@](C)(O)[C@@H](O)[C@H](C)O3)[C@H](N(C)C)[C@H]2O)[C@@H](CC=O)C[C@@H](C)C(=O)/C=C/C(C)=C/[C@@H]1CO[C@@H]1O[C@H](C)[C@@H](O)[C@@H](OC)[C@H]1OC,9,6,-11,13,-2,4,1,-5,-6,-6
O=S(=O)(c1ccccc1)C1CN1c1c(F)c(F)c(F)c(F)c1F (stereo not drawn),-6,0,0,4,2,1,1,-2,3,-5
C/C(=N\N1CCCCCC1)c1c(O)n(-c2ccc(C)cc2)c(=O)[nH]c1=O,-6,-1,-2,7,-1,2,-1,-1,5,5
CC(=NCCN1CCCCC1)c1c(O)n(Cc2ccccc2)c(=O)[nH]c1=O,-10,0,-7,6,0,-7,0,-6,5,3
Cc1ncoc1C(=O)NCC1=C(c2ccc(S(C)(=O)=O)cc2)C[C@@H]2CC[C@H]1N2Cc1ccco1,-4,2,-26,-12,-9,6,-3,-3,-2,-2
CCCCn1nnnc1C(C1CC1)N1CCC2(CC1)C(=O)NCN2c1ccccc1 (stereo not drawn),-12,-12,6,-10,2,0,7,6,4,4
COc1ccccc1-n1c(O)c(C=NCCCn2ccnc2)c(=O)[nH]c1=O,10,2,-7,-7,-19,-2,-5,0,6,2
CN1C(=O)C(=Cc2ccccc2Oc2ccc(Cl)cc2)C(=O)N(C)C1=O,-8,9,-4,-3,0,-6,0,-1,1,3
CCCCC(=O)N/N=C/c1c(O)n(CC)c(=S)[nH]c1=O,-12,-2,2,11,1,-5,0,1,3,-3
CCCCCn1c(=O)c(C(=O)Nc2ccccc2)c(O)c2ccccc21,-3,-10,12,5,-3,-5,1,1,0,-1
O=C(COc1ccc2ccccc2c1)N1CCN(CC2CC3C=CC2C3)CC1 (stereo not drawn),-2,4,9,5,-4,-4,3,1,7,-4
Cc1ccc(C(=O)NC(O)C(Cl)(Cl)Cl)cc1 (stereo not drawn),8,1,-3,-4,-1,2,5,-5,0,-2
Cc1cccc(NC(=O)N2CCCC2)c1,19,-5,-3,7,-3,-3,-1,-1,8,0

An excerpt; the hit share may differ from the screen's.
